High-throughput results deposited in PubChem by National Center for Advancing Translational Sciences (NCATS).
FUS yeast rescue – FUS proteinopathy suppression in yeast; S. cerevisiae FUS-expressing, growth rescue, OD600, 24 h; Potency, µM (titrated, usually from 76.6 µM), for the others: top-dose growth rescue (activation), actives largely listed as activators; 390,000 compounds, 0.24% hits; AID 1347120;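 also: potency is read from the fitted curve at half-maximal effect; plate controls were DMSO vehicle for no effect and reference control for full effect; nearly all actives have a fitted effect of over 55% in size; some results filed as inactive show a strong effect at the top dose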
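Restored growth of FUS-toxic S. cerevisiae, read as 600 nm absorbance after 24 h at 30C in galactose medium (starting OD 0.005). Controls CP55940 and DMSO.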
aSyn yeast inh – inhibitors of alpha-synuclein toxicity in yeast. Yeast expressing alpha-synuclein, growth rescue, BacTiter-Glo, 24 h. Potency, µM (doses to about 46.1 µM), for inactives: at the highest dose growth rescue (activation), most hits filed as activators. 370,000 compounds, 0.14% hits; also: potency is read from the fitted curve at half-maximal effect; % of control where 0% means no effect; nearly all actives have a fitted effect of over 65% in size
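Galactose-induced alpha-syn yeast (OD600=0.02, raffinose-pregrown) + pinned cpd, 24 hr, 30 deg C; growth by BacTiter-Glo luminescence. Growth restoration scores as activation.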
GLP1R inv ag – acts as inverse agonist at human GLP-1 receptor. AID 624417. 410,000 compounds, 1.6% hits. P43220. Potency, µM (top dose mostly 38.3 µM), without a hit: at the highest dose activity change, negative = inhibition, actives largely listed as inhibitors. HEK293 GLP-1R CRE-luciferase, luminescence, 24 h; GLP-1R form is constitutively active; also: potency is read from the fitted curve at half-maximal effect; % is scaled to controls: 0 for no effect and ±100 for the full control effect; nearly all actives have a fitted effect of over 55% in size
Target sequence (P43220 whole entry, looked up): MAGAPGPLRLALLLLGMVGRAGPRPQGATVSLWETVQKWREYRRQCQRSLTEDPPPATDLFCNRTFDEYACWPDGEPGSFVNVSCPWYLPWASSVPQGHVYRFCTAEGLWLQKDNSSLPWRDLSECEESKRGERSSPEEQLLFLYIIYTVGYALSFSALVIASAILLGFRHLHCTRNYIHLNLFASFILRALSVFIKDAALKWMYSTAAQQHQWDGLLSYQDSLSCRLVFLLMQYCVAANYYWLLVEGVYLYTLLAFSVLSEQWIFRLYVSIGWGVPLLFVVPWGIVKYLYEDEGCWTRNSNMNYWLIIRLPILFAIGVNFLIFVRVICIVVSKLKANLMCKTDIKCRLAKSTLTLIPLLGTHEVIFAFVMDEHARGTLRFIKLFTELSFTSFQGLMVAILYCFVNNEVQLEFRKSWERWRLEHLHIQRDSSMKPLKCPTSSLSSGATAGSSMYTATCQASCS
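Using stably transfected HEK293 (constitutively active GLP-1R, cAMP-luciferase reporter), compounds were incubated 24 hr and luciferase measured by luminescence.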
pAkt inh – Akt phosphorylation inhibition. 360,000 compounds, 0.32% hits. AID 651550. activity change, % for hits at 50 µM. Neuro2A IGF-stimulated pAkt S473 HTRF, 20 min; hits give low values; in the data active = activity change below about -80%; inconclusive = mostly about -51% to -80%; also: % is scaled to controls: 0 for no effect and ±100 for the full control effect
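Single-point screen (50 µM final compound) in Neuro2A cells stimulated 20 min with 6 nM IGF at 37 deg C. After lysis, Ser473-phosphorylated Akt read by HTRF (ex 330 nm, em 615/665 nm) as the 665/615 ratio.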
Abeta yeast res – restores growth of yeast expressing A-beta42 peptide; yeast expressing A-beta42, growth rescue, OD600, 48 h; response scale: 0% DMSO, 100% iron-clioquinol control; Potency, µM (series often up to 46.1 µM), for the others: at the top dose growth rescue, actives largely listed as activators; 410,000 compounds, 0.063% hits; also: potency is read from the fitted curve at half-maximal effect; nearly all actives have a fitted effect of over 55% in size
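Yeast A-beta toxicity model in growth medium with pinned compounds, 48 h at 30 C; growth read as absorbance at 600 nm. Normalized to FeCl3/clioquinol equimolar mix (positive) and DMSO (negative).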
DRD3 antagonist – antagonists of human D3 dopamine receptor. P35462. D3R cells, DiscoveRx beta-arrestin luminescence, antagonist mode; hits give low values. max response, negative = inhibition, %. 360,000 compounds, 2.5% hits; in the data active = max response below about -50%; inconclusive = no clear call, values can overlap the other calls; also: % is scaled to controls: 0 for no effect and ±100 for the full control effect; mostly tested at two doses, the higher about 12 µM
Target sequence (P35462 whole entry, looked up): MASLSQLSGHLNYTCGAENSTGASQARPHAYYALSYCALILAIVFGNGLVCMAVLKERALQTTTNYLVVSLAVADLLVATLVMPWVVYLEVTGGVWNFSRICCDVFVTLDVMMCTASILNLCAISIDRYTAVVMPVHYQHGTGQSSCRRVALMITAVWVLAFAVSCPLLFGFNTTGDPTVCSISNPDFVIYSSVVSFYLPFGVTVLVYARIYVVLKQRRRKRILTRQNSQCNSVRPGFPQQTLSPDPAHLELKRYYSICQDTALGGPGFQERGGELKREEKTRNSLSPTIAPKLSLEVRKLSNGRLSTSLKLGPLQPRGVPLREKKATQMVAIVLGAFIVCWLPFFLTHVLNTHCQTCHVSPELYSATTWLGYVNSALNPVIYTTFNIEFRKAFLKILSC
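Cells expressing the human receptor were seeded at 1500 cells/well, incubated overnight at 37 degrees C in 5% CO2, then exposed to library compounds with dopamine controls for 90 minutes at 37 degrees C before luminescent detection.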
PTHR1 ag – agonists of human PTHR1 parathyroid hormone receptor; Q03431; AID 743266; Potency, µM (top dose mostly 115 µM), without a hit: top-dose activation, most hits filed as activators; 410,000 compounds, 0.075% hits; HEK293 GP2 PTHR1 cells, GloSensor cAMP luminescence, 1 h; also: potency is read from the fitted curve at half-maximal effect; nearly all actives have a fitted effect of over 55% in size; some results filed as inactive show a strong effect at the top dose; inactives centre near -15; many of its hits are not listed in these tables
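HEK-293-derived GP2 cells expressing PTHR1 and a GloSensor cAMP reporter, 3,000/well, plated overnight, given luciferin plus IBMX (each 0.5 mM as added) for 1 h at 37 °C, then compound for 1 h at 37 °C. Luminescence was read after 15 min at room temperature.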
TDP43 rescue – inhibitors of TDP-43 toxicity in yeast. 410,000 compounds, 1.8% hits. AID 652104. TDP-43 expressing yeast growth rescue, BacTiter-Glo, 24 h. Potency, µM (top dose mostly 46.1 µM), inactives show top-dose growth rescue (activation), usual class: activators; also: potency is read from the fitted curve at half-maximal effect; % of control where 0% means no effect; nearly all actives have a fitted effect of over 50% in size
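Readout is BacTiter-Glo luminescence of cell growth, so inhibitors register as activators. TDP-43-expressing yeast at OD600=0.02 in galactose medium, after raffinose pregrowth to mid-log, were incubated with compound for 24 hr at 30 deg C.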
GLP-1R agonist – GLP-1 receptor (human) agonism; HEK293 GLP-1R CRE-luciferase, luminescence, 4-6 h; cells express a hypersensitive GLP-1R form; 380,000 compounds, 0.007% hits; Potency, µM (titrated, usually from 45.6 µM), for the others: at the highest dose activation, actives largely listed as activators; P43220; also: potency is read from the fitted curve at half-maximal effect; % of control where 0% means no effect
* = called active by the depositor; i = inactive; ? = inconclusive; . = not tested or not shown; & = joins results of further samples; [ ] = remark or other dose. Unless noted, calls follow the shape of the dose curve; as a rule, active = well fitted curve in the direction sought with a large enough effect; inconclusive = small, poorly fitted or top-dose-only effect, or another doubt; inactive = no such curve, though single readings can be large; an effect the other way counts as inactive or inconclusive.

structure,FUS yeast rescue,aSyn yeast inh,GLP1R inv ag,pAkt inh,Abeta yeast res,DRD3 antagonist,PTHR1 ag,TDP43 rescue,GLP-1R agonist
COCCNC(=O)C1(C)Cc2c(-c3cccc(C(F)(F)F)c3)ccnc2O1 (configuration not stated),3.9%,?,?,i,-16.4%,0.0,i,11.5%,5.7%
CC(=O)OCCNC(=O)c1cccnc1,34.8%,-6.2%,0.0%,.,-12.0%,38.0,-23.3%[57.5 µM],-9.9%,0.8%
Cc1nnc(OCc2nc3ccccc3n2C)c2ccccc12,9.5%,-1.7%,46.8%[activator],i,13.9%,-2.1,i,-13.8%,-1.1%
CC(C)NC(=O)COc1ccccc1C#N,8.8%,-3.7%,2.5%,i,-16.3%,-0.8,-24.4%,-10.9%,-0.4%
Cc1nn(Cc2ccccc2Cl)c(C)c1NC(=O)c1ccn(C)n1,-2.0%,1.4%,0.1%,i,13.5%,-7.2,i,18.1%,-0.3%
CCCc1nn(C)c2c1C(c1ccncc1)C(C#N)=C(N)O2 (configuration not stated),-4.8%,-11.1%,-8.4%,i,-18.5%,29.2,i,-21.3%,-3.8%
CS(=O)(=O)Nc1ccc(C(=O)NCCC2=CCCCC2)cc1,16.7%,2.9%,0.0%,i,25.0%,-3.0,i,7.1%,-9.4%
CCc1nnc(NC(=O)CSc2nnnn2-c2cccc(C(=O)OC)c2)s1,17.2%,8.3%,0.0%,.,7.5%,-4.7,-47.0%[inhibitor][57.5 µM],-11.3%,-18.0%
Cc1cnc(C(=O)OCC(=O)Nc2ccc(C)c(S(=O)(=O)N3CCCCC3)c2)cn1,16.7%,10.1%,9.2%,i,10.2%,20.3,i,-10.0%[9.22 µM],0.0%
Cc1ccc(S(=O)(=O)NCc2csc(-c3cccs3)n2)cc1,0.6%,1.4%,-10.8%,i,-7.6%,2.9,-2.0%,7.7%,11.0%
O=C(NC1CCCC1)c1ccc(S(=O)(=O)N2CCOCC2)cc1,13.6%,-0.7%,9.7%,i,2.9%,-8.2,i,-9.5%,-3.8%
CC1Cc2ccccc2N1C(=O)COC(=O)c1cccnc1Cl (configuration not stated),0.8%,9.9%,-10.8%,i,-6.7%,-9.2,-12.3%[57.5 µM],2.9%,-1.0%
COc1ccc(C)cc1S(=O)(=O)N1CCN(C(=O)c2ncoc2-c2cccc(C)c2)CC1,11.1%,12.9%,-14.2%,i,1.6%,-5.6,-1.8%,-2.4%,3.5%
C=COCCNC(=O)C(=O)NC(C)C,0.3%,5.1%,5.9%,i,2.4%,16.6,i,24.4%,0.3%
COc1ccccc1-c1nnc(N)s1,3.9%,-2.4%,52.9%[activator],i,9.1%,-0.7,i,-6.6%[0.397 µM],9.5%
CCOC(=O)CSc1nnc(-c2ccccc2)c(=O)[nH]1,15.4%,-3.0%,0.0%,i,-0.8%,0.0,i,-6.0%,-6.6%
S=c1[nH]cnc2scc(-c3ccccc3)c12,.,-3.0%,-22.7%,i,24.4%,-16.0,-31.7%[inhibitor],?,9.2%
COc1cc2c(cc1OC)C1(CCCC1)CNC2c1cccc([N+](=O)[O-])c1 (configuration not stated),11.9%,-4.8%,0.2%,i,-4.5%,-77.4*,-20.5%,-20.5%,16.3%
Cc1ccc(CN(Cc2ccco2)C(=S)NCC(=O)NC2CC2)cc1,21.1%,7.1%,-22.0%,i,-24.4%,-5.6,-4.5%,4.3%,4.7%
COC(=O)c1ccc(COc2cccn3c(N(C)C(=O)CCC4CCCC4)c(C)nc23)cc1,16.0%,5.9%,?,i,8.8%,0.0,-30.3%[inhibitor],0.0%,2.6%

The list continues:
structure,FUS yeast rescue,aSyn yeast inh,GLP1R inv ag,pAkt inh,Abeta yeast res,DRD3 antagonist,PTHR1 ag,TDP43 rescue,GLP-1R agonist
OC(c1ccc(-c2ccccc2)cc1)c1ncc(-c2ccccc2)[nH]1 (configuration not stated),10.8%,-28.8%,-1.2%,i,?,-5.8,-14.5%,3.7%,5.0%
COc1ccc2ccccc2c1C1CC(=O)N2CN(C3CCCCC3)CSC2=C1C#N (configuration not stated),34.2%,13.5%,7.0%,i,4.7%,-27.7,-32.4%,2.2%,10.8%
Nc1ccc(-c2cc(NC=O)c3ncc(-c4cccc(C(F)(F)F)c4)n3c2)cn1,3.1%,-1.3%,22.2%,i,-19.8%,0.0,-7.5%,-4.0%,12.9%
CC1CCCCN1CCNC(=O)CN1C(=O)CSc2ccc(S(=O)(=O)N3CCCCC3)cc21 (configuration not stated),15.3%,1.0%,?,i,-2.6%,7.1,i,-10.4%,-1.9%
CCOC(=O)C1CCCN(S(=O)(=O)c2ccc3c(c2)N(C)C(=O)CC(=O)N3C)C1 (configuration not stated),-13.5%&-12.3%,-4.8%,14.9%&9.4%,i,-7.2%&-2.9%,-16.3,i,-6.7%&8.8%,2.8%
COc1ccc(Cl)cc1NC(=O)CSc1ccc(-c2sc(C)nc2C)nn1,5.5%,.,5.4%,.,-9.6%,.,-24.2%,8.9%,.
CNC(=O)COC(=O)c1ccc(NC(=O)CC#N)cc1,1.5%,?,21.5%,i,7.4%,6.7,i,8.5%,-1.9%
Cc1ccc(S(=O)(=O)N2CCOCC2)cc1C(=O)OCC(=O)NC1CCCC1,-0.8%,1.2%,4.0%,i,4.1%,8.4,i,25.4%,4.0%
CCC(Oc1ccccc1)C(=O)OCC(=O)Nc1sccc1C(N)=O (configuration not stated),27.0%,-34.4%[inhibitor],-6.8%,i,-34.7%[inhibitor],15.8,-88.5%[inhibitor],10.9%,3.7%
O=C(CSc1nnc(NC(=O)C2CC2)s1)NCc1cccs1,-27.8%,6.2%,6.8%,i,5.6%,16.3,i,9.4%,-14.2%
CCOC(=O)c1nn(C)c2[nH]c(=O)n(C)c(=O)c12,14.2%,-0.3%,0.4%,i,-13.4%,10.9,-8.6%,-16.2%,0.1%
COc1ccc(CCNC(=O)CSc2ccccn2)cc1,-1.7%,-10.5%,3.9%,i,5.1%,-1.6,i,17.5%,-0.9%
CCCCN(C(=O)c1cccc(S(=O)(=O)N2CCN(C)CC2)c1)c1c(N)n(CCC)c(=O)[nH]c1=O,-11.6%,2.0%,2.5%,i,4.2%,10.0,-50.1%[inhibitor],18.5%,-3.3%
Cc1ccc(S(=O)(=O)N2CCOCC2)cc1NC(=O)COC(=O)CSc1ccc(Br)cc1C,25.2%,0.1%,0.0%,i,27.5%,-13.3,i,0.0%,-6.2%
C=CCOc1ccc(/C=N/NC(=O)c2c(C)nc3ccc(Cl)cn23)cc1,21.7%,-1.8%,0.8%,i,10.0%,-3.0,i,13.1%,5.4%
COc1ccc(-c2cc3nc(C)c(CCC(=O)NC(C)CCc4ccco4)c(C)n3n2)c(OC)c1 (configuration not stated),?,0.9%,?,i,-13.1%,7.0,-3.0%[57.5 µM],17.8µM*,7.2%
CCCN(C(=O)CCOc1ccc(C(C)(C)C)cc1)c1c(N)n(Cc2ccccc2)c(=O)[nH]c1=O,-5.0%,4.0%,11.4%,i,11.0%,-1.8,i,17.9%,-11.8%
CCN1C(=O)C(CC(=O)Nc2ccc(OC)cc2)N(Cc2ccc(OC)c(OC)c2)C1=S (configuration not stated),-5.4%,-4.1%,-5.0%,i,-9.3%,-8.1,-38.7%[inhibitor],-8.5%,1.3%
Cc1cc(C)c(C#N)c(SCc2[nH]nc3c2C(c2ccccc2)C(C#N)=C(N)O3)n1 (configuration not stated),?,-3.0%,-3.0%,i,3.6%,12.7,-16.0%,-19.2%,-0.8%
COc1ccc(OC(=O)COc2ccc(Cl)cc2)cc1,-7.3%,6.2%,10.1%,i,-2.5%,22.5,-23.1%,-29.9%,-11.6%

Carrying on.
structure,FUS yeast rescue,aSyn yeast inh,GLP1R inv ag,pAkt inh,Abeta yeast res,DRD3 antagonist,PTHR1 ag,TDP43 rescue,GLP-1R agonist
CCOC(=O)C1=C(CS(=O)(=O)c2ccc(C)cc2)NC(=O)NC1c1cc(OC)c(O)c(OC)c1 (configuration not stated),-2.1%,-5.3%,19.4%,i,4.2%,5.4,-21.7%,20.4%,-5.3%
O=C(Nc1ccc(Cl)cn1)C1CC1,-30.8%,-11.4%,4.9%,i,4.0%,-4.4,i,-8.4%,-3.8%
CC(C)Oc1ccc(Cn2c(-c3ccco3)n[nH]c2=S)cc1,28.1%,4.9%,-20.3%,i,27.6%,?,i,28.1%,5.7%
COc1ccc(CC(=O)N(C)CC(=O)Nc2ccc(F)cc2)cc1S(=O)(=O)N1CCOCC1,1.2%,0.6%,-5.9%,i,-7.2%,19.9,-26.3%,5.9%,-2.2%
Cc1ccc(NC(=O)c2cc(C)nc3ccccc23)c(Br)c1,14.4%,-5.8%,-17.9%,i,5.3%,-7.8,-6.6%,?,-0.8%
O=C(COC(=O)/C=C/c1ccccc1[N+](=O)[O-])NCC1CCCO1 (configuration not stated),-9.9%,0.8%,13.9%,i,8.4%,14.6,i,-8.9%,7.1%

Some of the compounds tested; the hit share may differ from the screen's.
